CCHF vOTU inh: CCHFV vOTU protease inhibition. Pep-AMC fluorescence. inhibition, % at 11.5 µM. 370,000 tested, 0.55% active; in the data active means inhibition above about 30%; further: 0% = vehicle wells with enzyme and 100% = no enzyme wells
Vc quorum ag: induces V. cholerae light production without autoinducers; V. cholerae BH1578 lux reporter, luminescence, 6 h; activation, % at 18.7 µM; 350,000 tested, 0.16% active; AID 588436; in the data active means activation mostly above about 9.7%, no sharp cut-off; inconclusive means no clear call, values can overlap the other calls; inactive means mostly below about 3.7%; further: not every result past the cut was called active; inactives centre near 0; reference of the scale not given here
MazF activator: activators of E. coli MazEF toxin-antitoxin RNase | activation, % at 20 µM | FAM/BHQ RNA-DNA oligo cleavage fluorescence, 5 h | P0AE70 | 350,000 tested, 0.32% active | AID 504720; in the data active means activation above about 50%
Target sequence (P0AE70 whole entry, looked up): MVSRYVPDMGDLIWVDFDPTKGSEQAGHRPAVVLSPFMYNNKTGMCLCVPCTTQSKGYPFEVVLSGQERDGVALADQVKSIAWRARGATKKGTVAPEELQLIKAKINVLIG
TcdB GH inh: blocks C. difficile toxin B glycohydrolase activity | P18177 | TcdB glycohydrolase enzymatic assay, plate reader | inhibition, % at 9.99 µM | 350,000 tested, 0.24% active; in the data active means inhibition above about 10%
VHR inh abs: inhibitors of human VHR1 phosphatase (DUSP3); P51452; recombinant VHR phosphatase, pNPP absorbance; inhibition, % at 13.3 µM; 290,000 tested, 0.52% active; AID 1654; in the data active means inhibition above about 50%; further: some compounds called inactive have numbers as strong as hits
Target sequence (P51452 whole entry, looked up): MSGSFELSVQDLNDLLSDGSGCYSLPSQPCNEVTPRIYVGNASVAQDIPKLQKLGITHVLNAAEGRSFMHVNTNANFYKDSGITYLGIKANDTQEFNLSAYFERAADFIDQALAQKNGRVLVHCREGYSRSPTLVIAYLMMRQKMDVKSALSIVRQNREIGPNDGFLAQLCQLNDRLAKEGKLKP
PriA SSB inh: K. pneumoniae PriA-SSBct interaction inhibition. AlphaScreen SSBct-PriA binding, biotinylated peptide. 430,000 tested, 0.6% active. inhibition, % at 33 µM; in the data active means inhibition mostly above about 37%, no sharp cut-off; inactive means mostly below about 20%;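 further: plate controls were negative control peptide for no effect and reference peptide for full effect; strong numbers were not always called active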
PrPC TRFRET: cell surface PrPC inhibition, primary TR-FRET screen | inhibition, % at 13.8 µM | 370,000 tested, 0.43% active | P04156 | TR-FRET read-out; in the data active means inhibition above about 24%; further: 0% = median of the test wells and 100% = reference compound wells
Rv3671c inh: inhibitors of M. tuberculosis serine protease Rv3671c. P9WHR9. inhibition, % at 5.96 µM. 320,000 tested, 0.048% active; in the data active means inhibition above about 38%;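 further: extracellular domain of Rv3671c used as enzyme; 0% = enzyme with DMSO and 100% = no enzyme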
Target sequence (P9WHR9 whole entry, looked up, the tested form may be a part): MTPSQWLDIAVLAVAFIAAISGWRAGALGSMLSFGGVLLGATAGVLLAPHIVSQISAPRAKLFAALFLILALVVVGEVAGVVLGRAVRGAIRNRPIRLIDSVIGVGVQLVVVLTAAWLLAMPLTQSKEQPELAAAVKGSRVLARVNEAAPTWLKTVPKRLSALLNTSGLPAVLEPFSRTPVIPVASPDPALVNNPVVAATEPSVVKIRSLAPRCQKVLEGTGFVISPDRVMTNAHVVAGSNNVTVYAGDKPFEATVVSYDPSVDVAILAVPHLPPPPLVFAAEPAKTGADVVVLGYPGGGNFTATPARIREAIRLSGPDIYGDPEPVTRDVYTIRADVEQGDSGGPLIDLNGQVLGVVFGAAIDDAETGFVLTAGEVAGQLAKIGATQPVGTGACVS
Y pestis TopoI: blocks Yersinia pestis topoisomerase I activity. Y. pestis Topo-I cleavage product accumulation, plate reader. activity, % at 10 µM. 360,000 tested, 0.064% active; in the data active means activity above about 50%, passing the limit was not always enough; inconclusive means no clear call, values can overlap the other calls; further: inactives centre near 2
3CLpro inhibitor: SARS-CoV 3CLpro protease inhibition; inhibition, % at 6 µM; P0C6X7; 290,000 tested, 0.14% active; recombinant SARS-CoV 3CLpro, quenched FRET peptide cleavage; in the data active means inhibition above about 12%
Numbers without * were called inactive; i = inactive; ? = inconclusive; . = not tested or not shown; & = joins results of further samples.

No.	Molecule	CCHF vOTU inh	Vc quorum ag	MazF activator	TcdB GH inh	VHR inh abs
1	O=C(Nc1cc(S(=O)(=O)N2CCOCC2)ccc1N1CCCC1)c1cnccn1	-2	-0.3	10	.	26
2	N#CCCN(C(=O)COC(=O)c1cccc(S(=O)(=O)N2CCCCCC2)c1)c1ccc(F)cc1	3	i	0	1.2	.
3	CCn1cnc2c(oc3ccccc32)c1=O	-4	-3.3	3	-2.0	2
4	CCN(C(=O)COC(=O)CSc1ccc(F)cc1)c1c(N)n(Cc2ccccc2)c(=O)[nH]c1=O	7	1.5	-7	0.8	.
5	COc1cccc(OC)c1C(=O)NCCN1CCN(C(=O)c2c(OC)cccc2OC)CC1	-27	i	3	.	4
6	CCOC(=O)C1CCCN(C(=O)C2CCCN(S(=O)(=O)c3ccc4c(c3)oc(=O)n4C)C2)C1 (configuration not stated)	1	-0.3	5	2.3	-17
7	CN(CCOc1ccc(Cl)cc1)C(=O)Cc1ccc(S(=O)(=O)N2CCOCC2)s1	7	i	1	0.7	.
8	CCN(CC)CCN(C(=O)Cn1nnc(-c2ccc(C)o2)n1)C(C(=O)NC1CCCC1)c1ccc(F)cc1 (configuration not stated)	18	-4.0	3	1.4	2

No.	PriA SSB inh	PrPC TRFRET	Rv3671c inh	Y pestis TopoI	3CLpro inhibitor
1	-15	4	4	-4	-2
2	3	7	.	30	.
3	-11	3	6	3	0
4	-1	5	-2	0	.
5	-11	-1	3	2	1
6	-17	8	-6	4	-1
7	2	6	4	35	.
8	2	-11	.	-3	3

Down the list, as entered above.
PrPC TRFRET for entries 1 to 8: 4, 7, 3, 5, -1, 8, 6, -11

No new results follow: an excerpt of the list.
No.	Molecule	CCHF vOTU inh	Vc quorum ag	MazF activator	TcdB GH inh	VHR inh abs
7	CN(CCOc1ccc(Cl)cc1)C(=O)Cc1ccc(S(=O)(=O)N2CCOCC2)s1	7	i	1	0.7	.
8	CCN(CC)CCN(C(=O)Cn1nnc(-c2ccc(C)o2)n1)C(C(=O)NC1CCCC1)c1ccc(F)cc1 (configuration not stated)	18	-4.0	3	1.4	2

No.	PriA SSB inh	PrPC TRFRET	Rv3671c inh	Y pestis TopoI	3CLpro inhibitor
7	2	6	4	35	.
8	2	-11	.	-3	3

Carrying on:
No.	Molecule	CCHF vOTU inh	Vc quorum ag	MazF activator	TcdB GH inh	VHR inh abs
9	COc1cc2c(cc1OC)CN(S(=O)(=O)c1ccc(Cl)nc1)CC2	8	i	0	-4.6	.
10	CC(=O)N(/C=C1\SC(=S)N(c2ccccc2)C1=O)c1ccccc1	5	i	-12	2.9	-8
11	CCCCC(CC)C(=O)NCc1ccc(F)cc1 (configuration not stated)	-1	1.6	-7	1.0	-8
12	CCOC(=O)c1ccccc1NC(=S)N1CCC(N2CCCCC2)CC1	-12	i	-10	.	-3
13	O=C(CSc1nnc(CNc2ccccc2)o1)N1CCCc2ccccc21	-11	-2.5	-1	.	19
14	COc1cc2c(c(OC)c1O)C(=O)CO2	2	-0.7	2	-4.5	21
15	COc1cc(C(=O)NNC(=O)COc2ccccc2Cl)ccc1OCC(=O)N1CCOCC1	2	-5.7	0	-1.5	.
16	CC(=O)Nc1ccc(NC(=O)[C@@H]2CCCN2S(=O)(=O)c2ccc3c(c2)OCCO3)cc1	-3	-3.0	0	16*	24

No.	PriA SSB inh	PrPC TRFRET	Rv3671c inh	Y pestis TopoI	3CLpro inhibitor
9	-2	6	.	-7	.
10	-2	-1	-85	14	-1
11	-9	5	-8	4	-2
12	7	-1	13	-3	-3
13	2	-1	3	4	4
14	-12	0	-4	2	0
15	-18	8	0	7	.
16	2	5	0	2	-1

Continued:
No.	Molecule	CCHF vOTU inh	Vc quorum ag	MazF activator	TcdB GH inh	VHR inh abs
17	CN(c1ccccc1)S(=O)(=O)c1ccc(C(=O)Nc2ccncc2)cc1	-5	-5.0	-8	1.7	.
18	COCCn1nnnc1C(c1cccc(C(F)(F)F)c1)N1CCOCC1 (configuration not stated)	12	5.9	-2	.	18
19	COc1ccc(C(=O)Nc2cccc(S(=O)(=O)N(C)C)c2)cc1S(=O)(=O)N1CCOCC1	17	0.7	4	.	.
20	O=C(NNS(=O)(=O)c1ccc(Br)cc1)c1ccccc1-n1cccc1	13	i	-1	-0.4	-4
21	CCSc1nc2sc3c(c2c(=O)[nH]1)CCCC3	-2	i	0	1.6	14
22	COCCN(C(=O)COC(=O)/C=C/c1ccc(SC)cc1)c1c(N)n(Cc2ccccc2)c(=O)[nH]c1=O	-4	i	13	-3.5	.
23	Cc1ccc2[nH]c3c(=O)n(CCN4CCOCC4)cnc3c2c1	0	i	-7	.	8
24	C=CCOC(=O)c1ccc(-n2cnc(C)n2)nc1	-11	-1.1	6	.	15

No.	PriA SSB inh	PrPC TRFRET	Rv3671c inh	Y pestis TopoI	3CLpro inhibitor
17	-10	13	-3	3	.
18	1	3	3	2	-1
19	-3	5	-10	9	.
20	6	6	5	0	-5
21	-18	-1	0	0	-1
22	-4	-1	.	7	.
23	-3	5	2	2	7
24	-7	-2	4	5	-4

Of the compounds above, 4 contain an NH in an aromatic ring:
No.	Molecule	CCHF vOTU inh	Vc quorum ag	MazF activator	TcdB GH inh	VHR inh abs
4	CCN(C(=O)COC(=O)CSc1ccc(F)cc1)c1c(N)n(Cc2ccccc2)c(=O)[nH]c1=O	7	1.5	-7	0.8	.
21	CCSc1nc2sc3c(c2c(=O)[nH]1)CCCC3	-2	i	0	1.6	14
22	COCCN(C(=O)COC(=O)/C=C/c1ccc(SC)cc1)c1c(N)n(Cc2ccccc2)c(=O)[nH]c1=O	-4	i	13	-3.5	.
23	Cc1ccc2[nH]c3c(=O)n(CCN4CCOCC4)cnc3c2c1	0	i	-7	.	8

No.	PriA SSB inh	PrPC TRFRET	Rv3671c inh	Y pestis TopoI	3CLpro inhibitor
4	-1	5	-2	0	.
21	-18	-1	0	0	-1
22	-4	-1	.	7	.
23	-3	5	2	2	7

Further structures.
No.	Molecule	CCHF vOTU inh	Vc quorum ag	MazF activator	TcdB GH inh	VHR inh abs
25	CC(=O)n1cc([C@@H]2C=C(C(=O)O)O[C@H](OCc3ccc(CO)cc3)C2)c2ccccc21	25	-8.3	1	1.7&-7.5	16
26	O=C(Nc1ccc(C(=O)N2CCOCC2)cc1)c1ccccc1	0	-0.6	-4	0.4	.
27	O=C(NCc1ccc(Cl)cc1Cl)C(=O)N1CCCCC1	-4	-0.4	3	.	20
28	O=C(COC(=O)COc1ccccc1)NC12CC3CC(CC(C3)C1)C2	1	i	2	1.0	.
29	CSc1ccc(/C=C/C(=O)c2ccc(NC(=O)Cc3ccccc3)cc2)cc1	3	-0.3	-5	.	6
30	CCOC(=O)c1cnn2c(C(F)(F)F)cc(-c3cn(C)nc3C)nc12	-27	0.6	4	.	6
31	CN1CCN(c2nc3ccccc3nc2NS(=O)(=O)c2ccc(Br)cc2)CC1	-3	i	-11	1.9	.
32	COC(=O)c1ccc(C)c(NC(=O)Cc2ccc([N+](=O)[O-])cc2)c1	-9	.	.	-0.2	4

No.	PriA SSB inh	PrPC TRFRET	Rv3671c inh	Y pestis TopoI	3CLpro inhibitor
25	0	-1	3	9	5
26	-1	0	.	2	.
27	8	-3	-5	2	2
28	-12	8	-7	7	.
29	-4	13	-18	-3	-3
30	-2	-3	0	-8	-6
31	3	8	2	0	.
32	.	-3	2	.	-3

Looked up by compound from above:
No.	Molecule	CCHF vOTU inh	Vc quorum ag	MazF activator	TcdB GH inh	VHR inh abs
29	CSc1ccc(/C=C/C(=O)c2ccc(NC(=O)Cc3ccccc3)cc2)cc1	3	-0.3	-5	.	6
26	O=C(Nc1ccc(C(=O)N2CCOCC2)cc1)c1ccccc1	0	-0.6	-4	0.4	.
32	COC(=O)c1ccc(C)c(NC(=O)Cc2ccc([N+](=O)[O-])cc2)c1	-9	.	.	-0.2	4
25	CC(=O)n1cc([C@@H]2C=C(C(=O)O)O[C@H](OCc3ccc(CO)cc3)C2)c2ccccc21	25	-8.3	1	1.7&-7.5	16
27	O=C(NCc1ccc(Cl)cc1Cl)C(=O)N1CCCCC1	-4	-0.4	3	.	20

No.	PriA SSB inh	PrPC TRFRET	Rv3671c inh	Y pestis TopoI	3CLpro inhibitor
29	-4	13	-18	-3	-3
26	-1	0	.	2	.
32	.	-3	2	.	-3
25	0	-1	3	9	5
27	8	-3	-5	2	2

Next compounds:
No.	Molecule	CCHF vOTU inh	Vc quorum ag	MazF activator	TcdB GH inh	VHR inh abs
33	O=C(c1ccc(-c2ccccc2)cc1)N1CCC(C(=O)N2CCCC2)CC1	-16	i	-5	.	-5
34	O=C(CSc1nc(O)cc(=O)n1-c1ccccc1)c1ccc(Br)cc1	2	i	-6	1.7	14
35	CC1CN(C(=O)COC(=O)c2ccc(F)cc2Cl)CC(C)O1 (configuration not stated)	12	-1.2	6	1.1	50*
36	COc1ccc(C)cc1S(=O)(=O)N(C)CC(=O)Nc1ccc2c(c1)OCCO2	-12	i	11	1.3	16
37	Cc1cccc(/C=N/n2c(C3CCCCC3)n[nH]c2=S)c1	.	1.4	0	0.1	34
38	COc1cc(N2C(=O)CSC23C(=O)Nc2ccccc23)cc(OC)c1OC (configuration not stated)	9	-0.3	2	.	8
39	COc1cc(C2C(C(=O)c3ccc(C)o3)=C(O)C(=O)N2c2cc(C)on2)ccc1OCc1ccccc1 (configuration not stated)	3	-0.2	3	-0.5	16
40	Cc1ccc(-c2nc(CN(C)C3CCOCC3)c(C)o2)s1	6	-0.9	2	-1.1	0

No.	PriA SSB inh	PrPC TRFRET	Rv3671c inh	Y pestis TopoI	3CLpro inhibitor
33	-2	3	0	20	-4
34	0	-2	-16	7	1
35	-19	-2	-4	-6	4
36	-5	0	-5	0	-4
37	.	.	-7	10	3
38	-14	-7	-2	5	0
39	-13	-2	1	?	9
40	-6	1	-1	0	2

Next records follow:
No.	Molecule	CCHF vOTU inh	Vc quorum ag	MazF activator	TcdB GH inh	VHR inh abs
41	CCOC(=O)CNC(=O)c1cc(OC)cc(OC)c1	4	-0.6	8	0.5	-10
42	COc1cc(C=C(C(C)=O)C(C)=O)ccc1O	1	-0.3	9	.	-16
43	CCS(=O)(=O)N1CCC(C(=O)Nc2cc(Cl)ccc2O)CC1	-6	-2.1	8	.	22
44	CCOC(=O)CC(NC(=O)C(CC)c1ccccc1)c1ccccc1Cl (configuration not stated)	-21	1.5	1	.	15
45	O=C(NCCc1ccccc1)c1cccnc1	5	-0.7	1	.	3
46	Cn1c(=O)c(C#N)c(-c2ccccc2)n2cnnc12	-13	7.1	-10	0.7	18
47	CC(=O)NCCc1ccc(C(=O)COC(=O)c2cc(C)oc2C)cc1	2	-0.9	5	2.1	.
48	Cc1ccc(C(C)C)cc1OCC(=O)N1CCN(C(=O)c2ccco2)CC1	1	i	4	0.0	.

No.	PriA SSB inh	PrPC TRFRET	Rv3671c inh	Y pestis TopoI	3CLpro inhibitor
41	-15	-1	-3	-11	-1
42	-6	0	8	1	5
43	-7	-3	0	4	5
44	-15	2	10	2	6
45	-7	0	-6	-8	6
46	-7	-16	-3	-4	-1
47	-10	0	2	11	.
48	-1	6	-8	-4	.

Following part
No.	Molecule	CCHF vOTU inh	Vc quorum ag	MazF activator	TcdB GH inh	VHR inh abs
49	CCOc1ccc(OCCC(=O)OCC(=O)NC2CC2)cc1	4	-0.7	10	0.4	.
50	Cn1c(=O)oc2cc(S(=O)(=O)NCc3ccc(Cl)cc3)ccc21	-17	-7.3	6	1.0	-14
51	Cc1cc(C)cc(NC(=O)CSc2nnnn2-c2cccnc2)c1	6	-0.4	11	0.1	4
52	Cc1cccnc1-n1c(CCN2C(=O)c3ccccc3C2=O)nc2ccccc2c1=O	-1	.	4	.	-1
53	CC(C)CN(C(=O)C1CC1)C1CCS(=O)(=O)C1 (configuration not stated)	26	-1.2	3	1.2	.

No.	PriA SSB inh	PrPC TRFRET	Rv3671c inh	Y pestis TopoI	3CLpro inhibitor
49	-4	6	3	-8	.
50	-24	8	1	0	7
51	-19	-4	8	5	-4
52	1	-5	12	17	3
53	-3&-3	-6	-9	-7	.

These rows are one share of the data; count on the stated rates, not on these rows.
